Assay outcomes from PubChem.
ERG-DNA inh = qHTS for Small Molecule Inhibitors of the ERG Ets/DNA interaction; fluorescence polarization, His-ERG Ets domain / labelled DNA; Potency, µM (doses to about 76.9 µM), without a hit: at the highest dose FP activity, negative = inhibition, actives largely listed as inhibitors; hit rate 0.028% among 370,000; AID 624246, 2012; active = well fitted inhibition curve with a large enough effect in the polarisation, with a control signal flat; inconclusive = small, poorly fitted or top-dose-only effect, or effect the other way, or a change in a side signal; inactive = no such curve, though single readings can be large or run the other way; the % refers to the polarisation;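 also: polarization taken with two DNA probes labelled with fluorescein and Texas red; potency is read from the fitted curve at half-maximal effect; % of control where 0% means no effect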
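His-tagged ERG Ets domain (1 uM in the protein solution; 300mM KCl, 50mM Tris-HCl, 1mM EDTA, 1mM DTT, pH 7.5) received compound, then a probe mix of 5 nM fluorescein-DNA and 100nM Texas-615-DNA. Fluorescence polarization was read for both dyes.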
G9a inh = qHTS Assay for Inhibitors of Histone Lysine Methyltransferase G9a; G9a H3K9 monomethylation, AlphaScreen, 2 h; hit rate 8.8% among 350,000; Potency, µM (top dose mostly 102 µM), for inactives: at the top dose activity, negative = inhibition, actives largely listed as inhibitors; Histone-lysine N-methyltransferase EHMT2 (Homo sapiens), Q96KQ7; AID 504332, 2011; also: potency is read from the fitted curve at half-maximal effect; % is scaled to controls: 0 for no effect and ±100 for the full control effect; nearly all actives have a fitted effect of over 75% in size
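Step 1: enzyme (final 20 nM) with compound, 15 min RT. Step 2: substrate peptide 500 nM and SAM 20 uM, 2 h RT. Step 3: anti-H3K9me1 antibody and AlphaScreen beads, 10 min, then plate read.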
PI4K2A inh = qHTS for small molecular inhibitors of PI4K2A. purified PI4K2A, ADP-Glo luminescence, 1 h; stronger effect = lower value. hit rate 0.13% among 420,000. activity change, negative = inhibition, % at 76.9 µM; in the data active = activity change below about -50%; inconclusive = mostly about -30% to -49%;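 also: -100% = wells without enzyme as full effect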
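ADP-Glo luminescence measured ADP generated by PI4K2A enzyme (4 ug/mL before mixing) with 1.2 mM PI substrate (pre-mix) and 300 microM ATP (pre-mix). Tris pH7.5 buffer with MgCl2, Triton X-100; 1 h reaction at ambient temperature.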
RGS4 inhibitor = Inhibitors of Regulator of G Protein Signaling (RGS) 4: qHTS; Potency, µM (highest dose often 114 µM), for inactives: top-dose activity change, negative = inhibition, most hits filed as inhibitors; hit rate 0.039% among 390,000; Transcreener GDP fluorescence polarization, RGS4-accelerated GTP hydrolysis; also: potency is read from the fitted curve at half-maximal effect; % is scaled to controls: 0 for no effect and ±100 for the full control effect; nearly all actives have a fitted effect of over 75% in size; some results filed as inactive show a strong effect at the top dose
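MLSMR compounds (23 nl, pin-transferred) preincubated 10 min at room temperature with a 500nM (2x) first reagent, then RGS4 at 900nM (2x) plus Transcreener GDP mix added; fluorescence polarization (620/688 nm) read before and after 90 min at 30 °C.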
GLS inh = qHTS for Inhibitors of Glutaminase (GLS); hit rate 0.21% among 410,000; Glutaminase kidney isoform, mitochondrial (Homo sapiens), O94925; AID 624170, 2012; GLS enzymatic activity, qHTS titration; Potency, µM (doses to about 45.5 µM), inactives show at the top dose activity change, negative = inhibition, actives largely listed as inhibitors; also: potency is read from the fitted curve at half-maximal effect; % is scaled to controls: 0 for no effect and ±100 for the full control effect
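Read-out is an Amplex red fluorescence increase coupled through glutamate oxidase and HRP, measured before and after 30 min room-temperature incubation. hKGA is in 45 mM KH2PO4 (pH 8.2) with 0.02% Tween-20; glutamine added as 1mM solution.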
HP1b binding inh = HTS for Inhibitors of HP1-beta Chromodomain Interactions with Methylated Histone Tails. AlphaScreen HP1-beta / biotin-H3K9me3 peptide binding. Potency, µM (titrated, usually from 114 µM), without a hit: at the top dose activity change, negative = inhibition, actives largely listed as inhibitors. AID 540317, 2011. hit rate 0.56% among 390,000. Chromobox protein homolog 1 (Homo sapiens), P83916; also: potency is read from the fitted curve at half-maximal effect; nearly all actives have a fitted effect of over 70% in size; inactives centre near 23
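Compound inhibition of the preformed complex between 50 nM HP1-beta and 50 nM biotinylated H3K9me3 peptide was read by AlphaScreen. Buffer was PBS pH 7.4 with 0.01% Tween-20. Incubations ran 30 min at room temperature, with 10 ug/mL donor/acceptor beads.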
ALOX12 inh = Primary qHTS assay for inhibitors of human arachidonate 12S-lipoxygenase (ALOX12): Round 2; Polyunsaturated fatty acid lipoxygenase ALOX12 (Homo sapiens), P18054; purified 12hLO, xylenol orange hydroperoxide absorbance; Potency, µM (titrated, usually from 108 µM), for inactives: at the highest dose activity change, negative = inhibition, usual class: inhibitors; hit rate 1.1% among 580,000; AID 1671190, 2021; also: potency is read from the fitted curve at half-maximal effect; % is scaled to controls: 0 for no effect and ±100 for the full control effect
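Hydroperoxide product was detected by ferrous iron/xylenol orange as the 573 to 405 nm absorbance ratio. Arachidonic acid at 40 uM (final) was turned over for 30 min at room temperature by 150 nM human 12hLO, pH 7.0 Hepes buffer, after 15 min compound preincubation.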
BAZ2B block = qHTS Assay for Inhibitors of BAZ2B; Bromodomain adjacent to zinc finger domain protein 2B (Homo sapiens), Q9UIF8; AlphaScreen BAZ2B-H3K14Ac peptide displacement; Potency, µM (series often up to 114 µM), without a hit: top-dose activity change, negative = inhibition, most hits filed as inhibitors; hit rate 4.4% among 360,000; also: potency is read from the fitted curve at half-maximal effect; % is scaled to controls: 0 for no effect and ±100 for the full control effect; nearly all actives have a fitted effect of over 60% in size
Target sequence (Q9UIF8 whole entry, looked up, the tested form may be a part): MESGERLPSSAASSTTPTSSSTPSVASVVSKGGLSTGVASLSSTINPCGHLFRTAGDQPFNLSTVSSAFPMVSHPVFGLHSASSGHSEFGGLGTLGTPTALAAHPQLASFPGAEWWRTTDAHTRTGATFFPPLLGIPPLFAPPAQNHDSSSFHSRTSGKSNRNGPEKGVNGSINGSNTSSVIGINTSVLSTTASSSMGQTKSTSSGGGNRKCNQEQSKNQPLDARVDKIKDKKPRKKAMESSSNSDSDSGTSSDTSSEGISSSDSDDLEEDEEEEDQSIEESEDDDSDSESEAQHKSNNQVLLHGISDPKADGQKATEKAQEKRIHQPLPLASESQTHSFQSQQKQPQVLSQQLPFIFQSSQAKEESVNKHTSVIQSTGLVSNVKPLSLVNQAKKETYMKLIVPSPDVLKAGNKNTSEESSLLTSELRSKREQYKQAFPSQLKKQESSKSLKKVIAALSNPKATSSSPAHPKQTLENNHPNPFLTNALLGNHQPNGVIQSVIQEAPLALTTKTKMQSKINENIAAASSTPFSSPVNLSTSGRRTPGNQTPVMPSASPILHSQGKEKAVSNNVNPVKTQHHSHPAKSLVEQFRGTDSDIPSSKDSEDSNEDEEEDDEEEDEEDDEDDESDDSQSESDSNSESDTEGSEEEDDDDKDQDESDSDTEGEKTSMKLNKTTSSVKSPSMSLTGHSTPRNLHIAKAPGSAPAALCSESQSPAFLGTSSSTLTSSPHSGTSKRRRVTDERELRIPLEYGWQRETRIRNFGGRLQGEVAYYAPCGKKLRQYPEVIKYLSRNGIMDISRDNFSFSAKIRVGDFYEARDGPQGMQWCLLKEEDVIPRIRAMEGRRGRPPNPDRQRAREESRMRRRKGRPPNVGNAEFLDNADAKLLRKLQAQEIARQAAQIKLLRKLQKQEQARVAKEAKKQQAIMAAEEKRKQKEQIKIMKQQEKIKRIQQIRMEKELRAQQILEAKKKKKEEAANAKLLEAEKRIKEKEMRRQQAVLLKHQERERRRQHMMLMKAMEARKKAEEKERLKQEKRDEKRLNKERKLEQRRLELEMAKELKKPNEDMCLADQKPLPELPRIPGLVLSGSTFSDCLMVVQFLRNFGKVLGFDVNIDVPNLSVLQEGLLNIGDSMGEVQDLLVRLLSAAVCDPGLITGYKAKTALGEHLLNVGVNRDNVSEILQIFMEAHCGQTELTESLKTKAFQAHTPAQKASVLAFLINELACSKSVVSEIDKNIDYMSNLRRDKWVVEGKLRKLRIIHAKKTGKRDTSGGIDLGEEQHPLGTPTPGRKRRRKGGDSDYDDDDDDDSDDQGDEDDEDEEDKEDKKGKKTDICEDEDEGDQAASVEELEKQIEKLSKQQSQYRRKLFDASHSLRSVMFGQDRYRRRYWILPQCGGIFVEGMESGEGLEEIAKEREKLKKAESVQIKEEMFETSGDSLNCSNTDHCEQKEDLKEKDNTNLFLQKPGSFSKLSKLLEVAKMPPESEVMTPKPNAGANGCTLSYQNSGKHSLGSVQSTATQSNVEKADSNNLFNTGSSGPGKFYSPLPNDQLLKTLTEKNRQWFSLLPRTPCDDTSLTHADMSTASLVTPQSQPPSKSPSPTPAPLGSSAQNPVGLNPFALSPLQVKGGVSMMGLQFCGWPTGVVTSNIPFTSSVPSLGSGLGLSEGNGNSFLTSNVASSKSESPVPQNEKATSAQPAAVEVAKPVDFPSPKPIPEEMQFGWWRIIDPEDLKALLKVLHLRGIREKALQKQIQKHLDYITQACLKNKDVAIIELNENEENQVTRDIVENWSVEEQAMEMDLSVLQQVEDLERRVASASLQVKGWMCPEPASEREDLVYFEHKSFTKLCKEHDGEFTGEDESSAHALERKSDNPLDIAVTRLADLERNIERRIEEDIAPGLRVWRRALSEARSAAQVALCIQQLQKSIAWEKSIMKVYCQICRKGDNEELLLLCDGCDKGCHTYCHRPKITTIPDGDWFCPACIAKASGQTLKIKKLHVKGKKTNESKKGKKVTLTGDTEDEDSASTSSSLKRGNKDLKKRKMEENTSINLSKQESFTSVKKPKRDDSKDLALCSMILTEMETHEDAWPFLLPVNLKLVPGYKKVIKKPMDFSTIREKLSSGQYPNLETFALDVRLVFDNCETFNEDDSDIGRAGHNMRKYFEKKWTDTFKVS
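In this displacement format the biotinylated H3(5-23) peptide acetylated at Lys14 serves as ligand at 50 nM, with BAZ2B at 50 nM in PBS pH 7.4 containing 0.01% Tween-20. Donor and acceptor beads are 10 ug/mL final.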
JMJD2A Tudor inh = qHTS Assay for Inhibitors of JMJD2A-Tudor Domain | Potency, µM (titrated, usually from 114 µM), for inactives: at the highest dose activity change, negative = inhibition, hits mostly inhibitors | hit rate 4.4% among 390,000 | Lysine-specific demethylase 4A (Homo sapiens), O75164 | AlphaScreen JMJD2A-Tudor / H3K4me3 peptide binding; also: potency is read from the fitted curve at half-maximal effect; % is scaled to controls: 0 for no effect and ±100 for the full control effect; nearly all actives have a fitted effect of over 50% in size
* = called active by the depositor; ? = inconclusive; . = no result given; & = joins results of further samples; [ ] = remark or other dose. Unless noted, calls follow the shape of the dose curve; as a rule, active = well fitted curve in the direction sought with a large enough effect; inconclusive = small, poorly fitted or top-dose-only effect, or another doubt; inactive = no such curve, though single readings can be large; an effect the other way counts as inactive or inconclusive.

Sequence of screens – JMJD2A Tudor inh	G9a inh	ERG-DNA inh	BAZ2B block	GLS inh	PI4K2A inh	HP1b binding inh	RGS4 inhibitor	ALOX12 inh
- Cc1ccc(CNC(=O)c2ccc(-n3c(C)cc4c3CCCC4)cc2)cc1
    -27.4%	-25.2%[59 µM]	-3.0%	-11.6%	0.9%	-2.3	9.6%	-2.7%	?
- OCc1ccnc2oc3ccccc3c12
    1.4%	.	-3.3%	.	5.8%	1.7	11.5%	-18.6%	12.2%
- CNC(=O)c1cc2c(-c3ccccc3)nn(C)c2s1
    -9.8%	12.3%	0.8%	?	0.1%	1.7	18.5%	27.1%[56.9 µM]	-6.6%
- Cc1cccc(-c2ccc3ncnc(NCc4cccnc4)c3c2)c1
    -22.5%	5.0%[12.7 µM]	.	-32.9%&-3.9%	2.3%	-2.9	24.6%	-18.9%	0.9%
- Cc1ccc(-c2csc(N3CCN(c4cc5c(cc4Cl)nc(C(C)N)n5CCCO)CC3)n2)cc1 (stereo unspecified)
    -35.7%	13.3%	-19.4%	-31.3%	14.8%	-4.7	34.8%	-9.6%	-3.2%
- O=C(COCCOCC(=O)N(c1ccccn1)C1CCCCC1)N(c1ccccn1)C1CCCCC1
    -3.6%	-19.1%[59 µM]	1.3%	-0.4%	19.0%	-5.6	23.4%	1.9%	128.9%[activator]
- CCOc1ccccc1C(O)C1=CC(=O)c2ccccc2C1=O (stereo unspecified)
    25.1µM*	.	5.1%	.	19.2%	-5.9	-21.2%	-37.6%	?
- CCOc1ccc(CC(=O)NCCS(=O)(=O)N2CCN(c3ccccc3OC)CC2)cc1
    -12.5%	6.0%[59 µM]	-7.5%	-3.4%	5.1%	2.9	11.1%[57 µM]	4.3%	-20.6%
- Cc1nn(CC(=O)N2CCN(c3ccc(Cl)cc3)CC2)c(=O)c2cccn12
    -7.7%&-23.2%	-16.2%	-6.3%&1.0%	-20.3%&-26.0%	7.5%&6.0%	0.8&-0.9	6.1%&35.4%	11.7%&-7.1%	14.2%&-24.7%
- CCNc1c(NC(=O)COc2ccc(Cl)cc2)c(=O)oc2ccccc12
    -24.3%	-6.8%	-1.3%	-19.9%	2.6%	-2.5	33.7%	-39.0%[56.9 µM]	?
- COc1ccc(-c2cc3c(=O)n(CC(=O)Nc4ccc(Cl)cc4)ncn3n2)cc1
    14.4%	-10.0%	-6.1%	-12.3%	2.4%	-1.5	21.5%	1.2%	0.7%
- O=C(NC(Cc1ccccc1)c1ccc2c(c1)OCCCO2)c1ccccc1F (stereo unspecified)
    0.0%	3.2%[59 µM]	-26.1%	12.8%	-2.3%	7.7	38.3%	-1.4%	22.5%
- O=C(Nc1ccc(OC(=O)c2ccncc2)cc1)c1ccncc1
    -11.8%[57.1 µM]	34.4%[59 µM]	-10.8%	-6.6%	-12.4%	0.2	49.1%[activator]	-2.6%[11.4 µM]	5.7%
- COCCNc1nc2nonc2nc1N1C[C@H]2CC[C@H]1C2
    7.2%	79.4µM*	-7.6%	3.9%	-11.8%	0.7	36.9%	-6.3%	412.3%[activator]
- CC(NC(=O)c1ccccc1NC(=O)c1ccco1)c1ccccc1 (stereo unspecified)
    -9.6%	3.3%[12.7 µM]	.	9.1%	18.0%	-5.3	5.3%	26.1%	-1.7%
- COc1ccc(NC(=O)COC(=O)c2ccc(OCc3ccccc3Cl)c(OC)c2)c(OC)c1
    ?	23.8%[59 µM]	-0.7%	12.5%	-13.9%	4.9	8.8%	-9.2%	-27.3%
- O=C(NCCN1CCOCC1)C1CCC(=O)N1C1CCCCC1 (stereo unspecified)
    4.3%	16.2%[0.501 µM]	8.4%	3.9%	-0.7%	-0.7	24.9%	2.0%	-2.6%
- CC1(C)CC(=S)Nc2ccccc2S1
    -32.3%	7.94µM*	-1.7%	-7.3%	-13.2%	-5.3	?	-52.2%	?
- Cc1cc(=O)[nH]c(N/N=C/c2ccc(F)cc2)n1
    -19.7%	?	17.2%	0.5%	21.0%	0.9	16.1%	-3.6%	-7.9%
- COc1ccc(C(=O)COC(=O)C(O)c2ccccc2)c(OC)c1 (stereo unspecified)
    -30.0%	.	-7.9%	.	-1.9%	-7.5	24.5%	-11.0%	194.0%[activator]
- COCC(=O)N1CCc2ccc(NC(=O)c3ccc(C(F)(F)F)cc3)cc2C1
    -11.6%	.	2.4%	.	-4.7%	2.4	51.4%[activator]	-16.2%	2.3%
- Cc1snc(S(=O)(=O)/C(C#N)=N/Nc2cccc(C(F)(F)F)c2)c1C#N
    50.1µM*	14.1µM*	-0.5%	?	3.6%	1.3	-31.2%	22.0%	.
- C=CCOc1ccc(C=Nc2ccc(OC)cc2)c(O)c1
    -4.2%	-23.2%	-1.3%	3.7%	9.3%	5.0	42.0%[activator]	8.1%	13.1%
- CC(C)CC(=O)Nc1nnc(SCc2cc(=O)n3ccccc3n2)s1
    -7.5%	28.6%[59 µM]	2.9%	3.4%	11.9%	-5.4	23.7%[57 µM]	32.1%	-0.7%
- COC(=O)c1cc(C)sc1NC(=O)c1cccnc1
    -1.3%	5.2%	-1.1%	11.8%	-7.3%	4.4	27.5%	-4.8%	22.8%
- O=C(Nc1ccc(S(=O)(=O)N2CCCCC2c2cccnc2)cc1)c1ccc(F)cc1 (stereo unspecified)
    -16.1%	1.3%[59 µM]	-6.1%	-13.7%	-6.4%	0.0	53.4%[activator][57 µM]	-29.2%	10.3%
- Nc1cnn(C2OC(CO)C(O)C2O)c(=O)n1 (stereo unspecified)
    -15.4%	7.5%[59 µM]	-1.8%	-3.3%	5.1%	?	36.1%	8.3%	38.4%[activator]
- Brc1ccc(CNc2cc3c(cc2Br)OCCO3)cc1
    ?	44.7µM*	17.2%	31.6µM*	-0.6%	-2.9	?	-38.9%	-1.1%
- CCCC(O)(c1ccc(Cl)cc1)C(CN1CCOCC1)c1ccccc1 (stereo unspecified)
    -9.9%	?	-2.0%	-3.7%	0.8%	-6.3	37.7%	-0.5%	-7.9%
- COc1ccc(-c2nc3nc(SC)nn3cc2C)cc1F
    -0.3%	12.8%	0.7%	2.0%	-1.9%	1.7	-0.4%	15.5%	7.9%
- O=C(Nc1ccncc1)Nc1cc(Cl)ccc1Cl
    -10.6%	19.0%	4.6%	11.4%	-0.5%	-4.7	38.8%	0.8%	?
- O=C(NCCc1ccc(Cl)cc1)c1ccc2nc(CCc3ccccc3)oc2c1
    -6.7%	-0.7%[59 µM]	-3.4%	0.3%	-13.2%	4.0	23.0%[57 µM]	5.4%	-16.1%
- CCc1ccccc1NC(=O)c1cc(S(=O)(=O)N2CCc3ccccc32)ccc1F
    -1.5%	2.2%[59 µM]	8.4%	8.2%	5.9%	0.6	51.4%[activator]	1.2%	-10.6%
- CC(=O)c1ccc(N2CCCCC2)c(F)c1
    -3.1%	21.2%	-5.8%	-16.4%	-1.8%	-9.0	-16.6%	5.7%	0.5%
- NC(=O)CC(NC(=O)Cc1ccc(Cl)cc1)c1ccc(N2CCN(c3ccccn3)CC2)c([N+](=O)[O-])c1 (stereo unspecified)
    -13.3%	?	20.3%	-38.2%	0.5%	-2.2	32.3%	-18.6%	-7.8%
- COc1ccc(OC)c(CNC(=O)Cc2c(C(=O)O)[nH]c3ccccc23)c1
    -3.2%	?	3.7%	-8.2%	.	-2.4	30.6%	-14.7%	?
- Cc1cc(C)n(-c2nc3ccccc3nc2N2CCN(C(=O)c3ccccc3)CC2)n1
    7.1%	-8.1%[59 µM]	-20.6%	5.3%	-3.7%	-5.1	63.4%[activator]	2.4%	?
- CCc1nn(CC(=O)NCCc2ccc(OC)cc2OC)c(=O)c2cc3sccc3n12
    -18.5%	0.7%[59 µM]	0.9%	-8.5%	-7.8%	-2.5	23.0%	20.1%	-24.1%
- CCc1nnc(NC(=O)CSc2nnc(-c3ccncc3)n2C)s1
    -0.7%	?	-5.9%	-1.4%	6.1%	-2.4	15.9%	10.1%	?
- CC1CCCC(C)N1C(=O)C1CCCCC1 (stereo unspecified)
    -2.9%	9.1%[59 µM]	-16.0%	4.8%	-8.7%	5.2	33.6%	-0.2%	-5.0%
- Cc1ccccc1-c1nc(CS(=O)(=O)CC(=O)NCc2cccc(Cl)c2)c(C)o1
    -20.9%	1.7%[59 µM]	?	-12.5%	-10.9%	1.3	26.1%	12.4%	?

This is a subset, so the mix of outcomes need not match the whole.
